Bioassay records from PubChem.
TcdB inh: TcdB glycohydrolase inhibitors, primary screen, biochemical, single point, plate reader | AID 652162, 2013 | Toxin B (Clostridioides difficile), P18177 | hit rate 0.24% among 350,000 | inhibition, % at 9.99 µM | TcdB glycohydrolase enzymatic assay; in the data active means inhibition above about 10%
MazF activator: activators of E. coli MazEF toxin-antitoxin RNase, primary screen, biochemical, fluorescence, uHTS; Endoribonuclease toxin MazF (Escherichia coli (strain K12)), P0AE70; FAM/BHQ RNA-DNA oligo cleavage fluorescence, 5 h; activation, % at 20 µM; hit rate 0.32% among 350,000; AID 504720, 2011; in the data active means activation above about 50%
PriA SSB inh: inhibitors of Klebsiella pneumoniae PriA binding to SSB C-terminal tail, primary screen, biochemical, AlphaScreen; inhibition, % at 33 µM; hit rate 0.6% among 430,000; AlphaScreen SSBct-PriA binding, biotinylated peptide; AID 1272365, 2023; in the data active means inhibition mostly above about 37%, no sharp cut-off; inactive means mostly below about 20%;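 further: plate controls were negative control peptide for no effect and reference peptide for full effect; strong numbers were not always called active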
DUSP3 inh: VHR1 phosphatase inhibitors, primary screen, biochemical, absorbance, uHTS; hit rate 0.52% among 290,000; inhibition, % at 13.3 µM; recombinant VHR phosphatase, pNPP absorbance; Dual specificity protein phosphatase 3 (Homo sapiens), P51452; in the data active means inhibition above about 50%; further: some compounds called inactive have numbers as strong as hits
3CLpro inhibitor: SARS-CoV 3CLpro protease inhibitors, primary screen, biochemical, quenched FRET; hit rate 0.14% among 290,000; Replicase polyprotein 1ab (Severe acute respiratory syndrome coronavirus), P0C6X7; recombinant SARS-CoV 3CLpro, quenched FRET peptide cleavage; inhibition, % at 6 µM; in the data active means inhibition above about 12%
PfHsp40 yeast: rescue of yeast from PfHsp40 toxicity, primary screen, S. cerevisiae, ATP luminescence; S. cerevisiae expressing PfHsp40, growth rescue; growth rescue, % at 12.5 µM; hit rate 0.68% among 340,000; in the data active means growth rescue above about 28%, passing the limit was not always enough; inconclusive means no clear call, values can overlap the other calls;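 further: yeast W303a lacking pdr1 and pdr3 grown in galactose medium; growth measured after three days at 30 °C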
Yp Topo-I inh: Yersinia pestis topoisomerase I inhibitors, primary screen, biochemical, cleavage product accumulation, plate reader, single point. hit rate 0.064% among 360,000. activity, % at 10 µM. Y. pestis Topo-I cleavage product accumulation; in the data active means activity above about 50%, passing the limit was not always enough; inconclusive means no clear call, values can overlap the other calls; further: inactives centre near 2
Rv3671c protease: Rv3671c serine protease inhibitors, primary screen, biochemical, fluorescence polarization, M. tuberculosis H37Rv | inhibition, % at 5.96 µM | hit rate 0.048% among 320,000; in the data active means inhibition above about 38%;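 further: extracellular domain of Rv3671c used as enzyme; 0% = enzyme with DMSO and 100% = no enzyme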
BH1578 lux ind: inducers of Vibrio cholerae quorum light production without autoinducers, primary screen, BH1578 luxS cqsA deficient, single point. V. cholerae BH1578 lux reporter, luminescence, 6 h. activation, % at 18.7 µM. hit rate 0.16% among 350,000. AID 588436, 2011; in the data active means activation mostly above about 9.7%, no sharp cut-off; inconclusive means no clear call, values can overlap the other calls; inactive means mostly below about 3.7%; further: not every result past the cut was called active; inactives centre near 0; reference of the scale not given here
Anthrax LF inh2: Bacillus anthracis LF protease inhibitors, primary screen, biochemical, multiplex microsphere, MLPCN library; Lethal factor (Bacillus anthracis), P15917; multiplex microsphere protease cleavage assay; inhibition, % at 10 µM; hit rate 0.12% among 360,000; in the data active means inhibition above about 30%; inconclusive means no clear call, values can overlap the other calls; further: plate controls were buffer without enzyme for full effect and enzyme alone for no effect
An asterisk follows results filed as active; i = inactive; ? = inconclusive; / = no result given; & = joins results of further samples. An excerpt; rates above refer to the full screens.

Each structure is followed by: TcdB inh | MazF activator | PriA SSB inh | DUSP3 inh | 3CLpro inhibitor | PfHsp40 yeast | Yp Topo-I inh | Rv3671c protease | BH1578 lux ind | Anthrax LF inh2
(1) Cc1nonc1NC(=O)CSc1nnc(-c2ccoc2C)n1CC(C)C
 : / | 2 | -17 | -1 | 1 | -0.9 | 1 | 0 | / | -1
(2) Cc1ccc(NC(=O)O/N=C2\CCCCC2c2ccc([N+](=O)[O-])cc2[N+](=O)[O-])cc1 (stereo not given)
 : / | -1 | / | 25 | 5 | -0.9 | -7 | 0 | -0.7 | -1
(3) CCCNc1nc(=S)n(-c2ccccc2)c(C)c1C(C)=O
 : -0.1 | 8 | 2 | 28 | 4 | 1.1 | 11 | -1 | -1.4 | 1
(4) NC(=O)CN1C(=O)C2C3CCC(C3)C2C1=O (stereo not given)
 : 1.0 | -28 | / | / | / | / | 5 | / | -1.4 | -1
(5) O=C1CN=C(Nc2cccc(C(F)(F)F)c2)N1C1CCCC1
 : -0.2 | 0 | -8 | -2 | -3 | 0.5 | 9 | -2 | i | -2
(6) COc1ccc(C(=O)OC2C(OC)OCC(O)C2O)cc1 (stereo not given)
 : 3.8 | 2 | -26 | / | / | -0.4 | -3 | / | -1.1 | 2
(7) CC(NC(=O)c1cc2c(cc1Cl)N1CCCCCC1=NS2(=O)=O)c1ccc(S(N)(=O)=O)cc1 (stereo not given)
 : -0.6 | 5 | -14 | / | / | 0.7 | 5 | 3 | -0.2 | ?
(8) COc1cccc(-c2ocnc2C(=O)Nc2ccc3c(c2)CCC3)c1
 : 1.0 | 6 | -1 | -6 | 5 | -0.4 | 8 | 4 | -0.3 | -4
(9) O=C(CCC(=O)N1CCN(c2ccc(F)cc2)CC1)c1ccccc1
 : 2.2 | -2 | -10 | 32 | 0 | 0.6 | 10 | -8 | i | -2
(10) CCOc1ccc(CN(C)C(=O)CNC(=O)c2ccc3ccccc3c2)cc1OC
 : -0.3 | 3 | -3 | 12 | -5 | -0.2 | 22 | -10 | 0.6 | 0
(11) CCCN(CC(=O)Nc1ccccc1OC)C(=O)CCC(=O)c1ccc(F)cc1
 : 1.1 | -2 | -1 | / | / | -1.1 | 7 | -6 | i | 2
(12) OC(c1ccc2c(c1)OCO2)c1ncc(-c2ccccc2)[nH]1 (stereo not given)
 : -0.2 | / | / | / | / | / | -5 | / | 0.0 | -3
(13) O=C(NCc1nnc(SCC(=O)N2CCCC2)o1)c1c(F)cccc1Cl
 : / | 4 | -12 | -36 | -1 | -1.1 | 7 | 1 | i | -1
(14) Cc1ccc(CNC(=O)CN(C(=O)C2(C)CC(=O)N=C3C=CC=CN32)c2ccccc2F)cc1 (stereo not given)
 : -1.4 | -10 | -18 | 31 | 1 | 1.4 | 16 | -11 | -0.2 | 0
(15) COc1ccc(N2C(=O)CCC(C(=O)NCc3ccccn3)C2c2ccc(F)cc2)cc1 (stereo not given)
 : / | 7 | 10 | 29 | 1 | -0.2 | 4 | 1 | i | 6
(16) COc1ccc(NC(=O)Nc2cccs2)cn1
 : -3.3 | -13 | 24 | 10 | 0 | -1.1 | -9 | / | 0.3 | -2
(17) C[C@@H](NC(=O)c1ncn(Cc2ccccc2)c1C(=O)N[C@H](C)c1ccccc1)c1ccccc1
 : -0.7 | 5 | -3 | / | / | 1.6 | 8 | 5 | i | -3
(18) CCCC(=O)N1CCC1(C)C(=O)Nc1cc(-c2ccccc2)nn1C (stereo not given)
 : -0.1 | / | / | / | / | / | -6 | / | -1.2 | -4
(19) COC(=O)c1ccc(NC(=O)c2cccc(Cl)c2)o1
 : / | 3 | -10 | -11 | -2 | -0.5 | -6 | -3 | i | -3
(20) CCNC(=S)NNC(=O)CCn1c2ccccc2c2ccccc21
 : / | 1 | -21 | 10 | 3 | -0.9 | 2 | -7 | -1.8 | -4
(21) COc1ccccc1Cn1c(=S)[nH]c2cc(C(=O)NCC3CCCO3)ccc2c1=O (stereo not given)
 : 2.6 | 4 | -19 | 7 | -2 | -0.5 | -3 | -19 | -0.3 | 0
(22) CCCCNS(=O)(=O)NC(=O)C1=C(N2CCCC2)COC1=O
 : 0.8 | 10 | -6 | / | / | -0.9 | 5 | 10 | 1.1 | 2
(23) OCC1(CCCc2ccccc2)CCN(Cc2cc(F)ccc2F)CC1
 : 1.3 | 5 | -3 | 8 | 4 | 1.6 | 7 | 4 | 0.4 | -1
(24) O=S(=O)(c1ccc2c(c1)OCCO2)N1CCN(c2nc3ccccc3s2)CC1
 : 1.1 | -2 | -2 | 15 | -7 | -1.4 | -1 | 3 | -2.0 | 1
(25) COc1ccc2sc(NCc3ccccc3)nc2c1
 : 2.5 | 3 | -15 | 25 | -11 | 1.7 | 4 | -8 | -0.5 | -4
(26) CCn1c(=N)n(CC(O)c2ccccc2)c2ccccc21 (stereo not given)
 : / | 4 | 2 | -7 | 1 | -0.5 | -1 | -8 | -0.2 | 5
(27) Cc1ccccc1CNCCCSc1ncccn1
 : 1.7 | 5 | -13 | 8 | 5 | 1.4 | 1 | 1 | -0.3 | -2
(28) Cn1ccnc1SCC(=O)Nc1cccc([N+](=O)[O-])c1
 : -4.9 | -1 | -6 | 26 | 2 | -0.9 | 4 | 10 | -0.2 | 1
(29) COc1ccc(N2C(=O)CC(NC3CCCCNC3=O)C2=O)cc1 (stereo not given)
 : / | -7 | -4 | -5 | 1 | -1.0 | -9 | -1 | 5.6 | 1
(30) Cc1cccc(C)c1NC(=O)CN(C)CC(=O)Nc1ccccc1Br
 : / | 3 | -3 | 34 | 2 | -0.4 | 9 | 3 | 4.8 | -3
(31) COc1ccccc1-c1cnc(C(O)c2ccc(SC)cc2)[nH]1 (stereo not given)
 : 0.9 | / | / | / | / | / | 3 | / | -0.3 | -6
(32) O=c1oc2ccc(Cl)cc2nc1/C=C(\O)c1cccs1
 : -0.1 | -172 | -1 | 0 | 2 | -1.0 | 2 | -10 | 0.4 | /
(33) C=C1[C@H]2C[C@H]3[C@H]4N5C[C@]6(C)CCC[C@]47[C@H]([C@H]2O)[C@]3(C[C@]5(O)[C@H]67)[C@@H]1O
 : -0.1 | 1 | -3 | / | / | -1.6 | 3 | -5 | -0.5 | -6
(34) CCOC(=O)C(C)Sc1nnc2c3ccccc3n(C)c2n1 (stereo not given)
 : 1.0 | 6 | -4 | 24 | -3 | -1.4 | 14 | -4 | i | 0
(35) COc1ccc(S(=O)(=O)NNC(=O)c2sccc2-n2cccc2)cc1
 : 0.4 | 9 | -10 | -1 | 1 | -0.8 | 3 | -2 | 0.8 | 2
(36) Cc1ccc(C)c(OCCC(=O)Nc2ccc3c(c2)OCO3)c1
 : -0.5 | -2 | 3 | / | / | 0.3 | 10 | -1 | -1.9 | 3
(37) COc1cc(CNCc2cccnc2)ccc1OCc1ccccc1
 : -0.2 | 6 | 2 | 14 | 1 | -0.4 | 8 | 2 | -0.2 | 1
(38) O=C(Nc1c(C(=O)Nc2cccc3ccccc23)cnn1-c1ccccc1)c1ccco1
 : -0.2 | -23 | -2 | 1 | 3 | -0.3 | 4 | 4 | / | -5
(39) O=C1CCCC/C1=C\Nc1ccccc1C(=O)O
 : / | 1 | / | 30 | 2 | -0.3 | 7 | -12 | i | -2
(40) CN1CN(c2cccc([N+](=O)[O-])c2)CN=C1N[N+](=O)[O-]
 : -1.5 | 5 | -6 | 20 | 0 | -1.3 | -3 | 5 | -0.3 | -2
(41) CN1CCN(C(=O)COc2ccc(S(=O)(=O)NC3CCCCC3)cc2Cl)CC1
 : 1.2 | 1 | -11 | 1 | 7 | -1.2 | -8 | -5 | 1.6 | -1
(42) COC(=O)[C@@]12CCCN1[C@H](c1ccc(SC3CCCCC3)cc1)[C@H]1C(=O)N(C)C(=O)[C@H]12
 : 1.3 | 8 | 7 | / | / | 0.5 | 11 | 10 | i | -9
(43) COc1cc(/C=N/NC(N)=S)ccc1OCC(=O)N1CCOCC1
 : 1.2 | 2 | / | 28 | -1 | 0.1 | 0 | -7 | 1.7 | -3
(44) CCN(CC)CCCNC(=O)CNC(=O)c1nn(-c2ccc(OC)cc2OC)c(=O)c2ccccc12
 : -0.1 | 2 | / | / | / | / | -6 | / | i | -1
(45) C[C@H]1CCC[C@]2(O[C@H](CCO)C[C@H](O)[C@H]2O)O1
 : 1.1 | 1 | -7 | / | / | -1.4 | 3 | 1 | 1.4 | -4
(46) COc1ccc(OCC(=O)Nc2c3c(nn2C(C)(C)C)CSC3)cc1
 : 0.1 | 1 | 4 | 2 | -4 | 1.1 | 20 | -13 | 8.8 | 12
(47) COc1ccc(CN2CCN(CCSc3ccc(C)cc3)CC2)c(OC)c1OC
 : 1.4 | -4 | 2 | 12 | -1 | -2.8 | 36 | 11 | i | /
(48) CN(CCc1ccccn1)C(=O)CCC1CCCN(C(=O)c2c3c(nn2C)CCCC3)C1 (stereo not given)
 : 0.9 | 10 | -9 | 30 | -4 | 0.3 | 9 | 2 | 0.1 | 5
(49) O=c1c2ccccc2ncn1-c1ccc(Cl)cc1Cl
 : -0.3 | 11 | -1 | 5 | 1 | / | 0 | 1 | i | -5
(50) CN(C)CC1CCCCC1C1(O)c2ccccc2CSc2sccc21 (stereo not given)
 : / | 12 | -14 | -5 | 1 | -1.3 | 12 | 5 | -7.7 | -1
(51) Cc1ccc(S(=O)(=O)/N=C/c2cc(Br)ccc2O)cc1
 : 0.7 | -2 | / | 26 | 3 | -2.1 | 4 | -7 | -0.5 | -8
(52) CCN(CC)S(=O)(=O)c1cccc(C(=O)NNC(=O)c2ccc3[nH]c(=O)c(=O)[nH]c3c2)c1
 : 1.0 | 10 | -3 | 29 | -4 | -0.5 | -9 | -7 | 0.9 | 0
(53) CCN1CCN(S(=O)(=O)c2ccc(Cl)c(C(=O)N(C)Cc3ccccc3)c2)CC1
 : -0.2 | 1 | -11 | / | / | -0.5 | -1 | 2 | -3.1 | -3
(54) CC12CCC(c3c(C(=O)O)nn(-c4ccccc4)c31)C2(C)C (stereo not given)
 : 0.4 | -7 | -13&-8&-9 | 2 | 2 | 0.8 | 7 | 3 | -1.5 | -2
(55) CCOC(=O)C(O)(c1ccc(NC(=S)NC(=O)c2ccc(Cl)cc2Cl)c(C)c1)C(F)(F)F (stereo not given)
 : 0.6 | 1 | 10 | -10 | 11 | 1.8 | -7 | -9 | -0.6 | -6

Pulled by compound from the entries so far, 4 records:
Each structure is followed by: TcdB inh | MazF activator | PriA SSB inh | DUSP3 inh | 3CLpro inhibitor | PfHsp40 yeast | Yp Topo-I inh | Rv3671c protease | BH1578 lux ind | Anthrax LF inh2
(17) C[C@@H](NC(=O)c1ncn(Cc2ccccc2)c1C(=O)N[C@H](C)c1ccccc1)c1ccccc1
 : -0.7 | 5 | -3 | / | / | 1.6 | 8 | 5 | i | -3
(13) O=C(NCc1nnc(SCC(=O)N2CCCC2)o1)c1c(F)cccc1Cl
 : / | 4 | -12 | -36 | -1 | -1.1 | 7 | 1 | i | -1
(12) OC(c1ccc2c(c1)OCO2)c1ncc(-c2ccccc2)[nH]1 (stereo not given)
 : -0.2 | / | / | / | / | / | -5 | / | 0.0 | -3
(52) CCN(CC)S(=O)(=O)c1cccc(C(=O)NNC(=O)c2ccc3[nH]c(=O)c(=O)[nH]c3c2)c1
 : 1.0 | 10 | -3 | 29 | -4 | -0.5 | -9 | -7 | 0.9 | 0
